# Source: PubChem
# Wnt act = Wnt/beta-catenin pathway activation | Wnt/beta-catenin reporter cell assay, activator, plate reader | activation, % at 9.35 µM | hit rate 1.2% among 300,000 | AID 743398; in the data active means activation above about 30%, passing the limit was not always enough; inconclusive means no clear call, values can overlap the other calls;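 further: 0% = neutral control wells and 100% = positive control wells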
# dFosB activator = mouse delta FosB homodimer activation | P13346 | purified delta FosB, TAMRA-CDK5 oligo fluorescence polarization; percent of positive-control signal above neutral wells | activation, % at 25 µM | hit rate 0.99% among 340,000 | AID 493131;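 active means mean activation above about 17%, with every replicate also reaching it, limit read from the data, passing the limit was not always enough; inconclusive means only one of the two conditions met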;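 further: fluorescence polarization rise as delta FosB binds a TAMRA Cdk5 AP-1 oligo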
# SR-BI DiI inh = mouse SR-BI HDL lipid transfer inhibition | ldlA[mSR-BI] CHO cells, DiI-HDL uptake fluorescence, 3 h | inhibition, % at 12.5 µM | hit rate 0.96% among 320,000;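 active means mean replicate inhibition of at least 70% and a set share of replicates each scoring 70 or more; inconclusive means meets just one of the two criteria; inactive means fails both criteria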;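 further: 0% = median of neutral control wells and 100% = median of positive control wells; values of inactives mirror those of a sister screen read the other way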
# HTR5A ag = activates human HTR5A in OPRM1-OPRD1 agonist counter-screen | HTR5A agonist assay, luminescence, cell-based | activation, % at 9.3 µM | hit rate 0.61% among 340,000; in the data active means activation mostly above about 9.5%, no sharp cut-off; inactive means mostly below about 7.6%;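 further: 0% = cells with vehicle only and 100% = reference agonist; strong numbers were not always called active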
# MITF TRPM1 HTS = increases MITF-driven TRPM1 promoter luciferase signal; SK-MEL-5 TRPM1-promoter luciferase, 24 h; % of positive control, neutral wells = 0; activation, % at 12.5 µM; hit rate 0.75% among 300,000;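 active means mean activation of at least 80% with every replicate also reaching 80%; inconclusive means mean reaches 80% but some replicate falls short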;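 further: 0% = neutral control wells and 100% = parthenolide positive control wells; values of inactives mirror those of a sister screen read the other way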
# SR-BI DiI-HDL act = enhances SR-BI lipid uptake from DiI-HDL; CHO ldlA[mSR-BI] cells, DiI-HDL uptake fluorescence, 3 h; 100 = double the neutral-control signal; activation, % at 12.5 µM; hit rate 0.096% among 320,000;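 active means mean replicate activation of at least 60% and every replicate at or above 60%; inconclusive means mean or all-replicate condition met, but not both; inactive means mean below 60% and not all replicates reaching 60%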;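 further: 0% = median plate neutral-control signal and 100% = twice that signal; values of inactives mirror those of a sister screen read the other way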
#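 system = CHO ldlA[mSR-BI] cells, LDL receptor-null, SR-BI overexpressing | medium = Ham's F12 with 0.5% BSA, HEPES 25 mM, pH 7.4 | probe or stimulus = DiI-HDL 10 µg/mL | compound dosing = single-point compound dose | incubation = compound exposure 3 h, 37 °C | technique = DiI fluorescence, bottom read | read-out = cell-associated DiI fluorescence as measure of HDL uptake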
# PvdQ acylase = P. aeruginosa PvdQ acylase inhibition; hit rate 0.063% among 340,000; purified PvdQ acylase, fluorescence plate reader; inhibition, % at 10 µM; in the data active means inhibition above about 30%, passing the limit was not always enough; inconclusive means no clear call, values can overlap the other calls;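 further: 0% = vehicle neutral wells and 100% = reference inhibitor wells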
# Rtt109 HAT inh = inhibitors of Candida albicans Rtt109/Vps75 histone acetyltransferase | Q5AAJ8 | purified Rtt109/Vps75, ThioGlo CoA-SH fluorescence, 4 h | inhibition, % at 34.9 µM | hit rate 0.16% among 330,000;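 active means inhibition of at least 50% in every replicate; inconclusive means best replicate reaches 50% inhibition but some replicates fall short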
# Target sequence (Q5AAJ8 whole entry, looked up): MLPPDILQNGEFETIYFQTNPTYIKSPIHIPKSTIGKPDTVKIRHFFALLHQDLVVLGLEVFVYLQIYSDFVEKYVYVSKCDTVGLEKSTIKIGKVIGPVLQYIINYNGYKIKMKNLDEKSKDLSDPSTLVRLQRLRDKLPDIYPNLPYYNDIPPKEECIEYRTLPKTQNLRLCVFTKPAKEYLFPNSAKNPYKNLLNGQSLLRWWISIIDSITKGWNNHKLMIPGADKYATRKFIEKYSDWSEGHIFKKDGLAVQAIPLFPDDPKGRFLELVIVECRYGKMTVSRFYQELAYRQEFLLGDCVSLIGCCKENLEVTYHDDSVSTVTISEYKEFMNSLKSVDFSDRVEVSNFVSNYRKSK
# RTF Ca sens act = increases calcium sensitivity of human cardiac regulated thin filaments. P19429+P45379. IANBD-labeled TnC RTF fluorescence at EC20 calcium; 0% EC20 calcium, 100% full calcium. activation, % at 7.2 µM. hit rate 0.24% among 340,000. AID 493008;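 active means activation above the mean over all tested compounds plus 3 SD, cut at about 30% in these data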;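 further: rise in fluorescence read as greater calcium sensitivity of cardiac thin filaments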
# CDK5 p35 inh = inhibitors of human CDK5/p35 kinase. Q00535+Q15078. Recombinant CDK5/p35, ADP-Glo luminescence, 60 min. inhibition, % at 10 µM. hit rate 0.01% among 330,000;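 active means highest replicate inhibition of at least 50% and at least 75% of replicates reaching 50%; inconclusive means only one of the two criteria met; inactive means both criteria failed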;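 further: plate controls were DMSO neutral control for no effect and GW8510 at 10 µM for full effect; many of its hits are not listed in these tables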
# Target sequence (Q00535 whole entry, looked up): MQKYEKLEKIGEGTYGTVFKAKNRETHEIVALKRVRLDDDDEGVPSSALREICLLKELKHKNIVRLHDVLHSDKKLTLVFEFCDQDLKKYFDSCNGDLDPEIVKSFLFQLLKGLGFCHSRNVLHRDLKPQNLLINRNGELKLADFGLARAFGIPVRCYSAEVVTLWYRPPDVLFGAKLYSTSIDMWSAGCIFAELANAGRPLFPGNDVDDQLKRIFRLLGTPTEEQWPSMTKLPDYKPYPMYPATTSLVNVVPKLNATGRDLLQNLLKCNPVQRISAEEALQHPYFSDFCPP
# Target sequence (Q15078 whole entry, looked up): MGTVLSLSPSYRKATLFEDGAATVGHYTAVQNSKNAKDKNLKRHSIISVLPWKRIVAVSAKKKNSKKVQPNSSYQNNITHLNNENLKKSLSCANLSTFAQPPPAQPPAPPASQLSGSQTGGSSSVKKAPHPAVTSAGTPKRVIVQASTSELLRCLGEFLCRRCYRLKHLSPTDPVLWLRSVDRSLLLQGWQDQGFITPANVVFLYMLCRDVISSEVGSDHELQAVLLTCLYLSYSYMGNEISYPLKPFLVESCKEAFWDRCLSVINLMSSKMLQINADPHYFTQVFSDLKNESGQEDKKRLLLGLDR
# Starred values were filed as active, the others as inactive; ? = inconclusive; / = no result given; & = joins results of further samples.
SMILES,Wnt act,dFosB activator,SR-BI DiI inh,HTR5A ag,MITF TRPM1 HTS,SR-BI DiI-HDL act,PvdQ acylase,Rtt109 HAT inh,RTF Ca sens act,CDK5 p35 inh
O=C(NCCOc1ccccc1Cl)c1ccc2c(c1)S(=O)(=O)c1cc(Cl)ccc1C2=O,0,-10,19,7,-2,-19,-8,5,2,1.4
O=C(NCCSCc1ccco1)c1ccc(=O)[nH]c1,0,-5,/,2,-9,/,-5,4,-2,-2.5
Cc1ccc(NC(=O)COC(=O)c2cc(Cl)ccc2[N+](=O)[O-])c(C)c1,-2,-6,-1,-3,-14,1,-18,-12,9,-0.1
Cc1ccc(S(=O)(=O)N(Cc2cccc(C)c2)C(=O)N2CCN(C)CC2)cc1,-4,0,-6,-1,-9,6,-1,-5,1,1.4
Cc1c(NC(=O)c2cnn3c2NC(c2ccccc2)CC3C(F)(F)F)c(=O)n(-c2ccccc2)n1C (stereo not drawn),-5,-8,-6,1,-7,6,2,11,4,0.4
Cc1ncc2c(c1OC(=O)c1ccc([N+](=O)[O-])cc1)COC(C)(C)OC2,/,-6,8,4,-2,-8,22,-9,-9,1.3
CN1C(=O)C2(CCCCC2)C1c1ccccc1 (stereo not drawn),0,1,0,-1,-8,0,2,-3,-4,15
Cn1cnnc1SCC(=O)NCCc1ccccc1,10,-2,12,-3,-4,-12,-9,10,4,0.8
O=C(CCSCCC(=O)Nc1c(F)c(F)c(F)c(F)c1F)Nc1c(F)c(F)c(F)c(F)c1F,-1,3,6,2,-3,-6,6,-9,1,1.4
CC1=C/C(=N\OS(=O)(=O)c2ccccc2)C(C)=CC1=O,/,3,79*,11*,-34,-79,-6,-3,2,0.9
CCOC(=O)C1C(=O)C(C(=O)OCC)C(c2cccnc2)NC1c1cccnc1 (stereo not drawn),/,-3,/,-1,3,/,-9,-11,-2,-1.6
COC(=O)Nc1ccc(S(=O)(=O)NC2CCS(=O)(=O)C2)cc1 (stereo not drawn),-3,-2,-17,1,-6,17,8,7,1,0.7
CCC(O)c1cc2c(cc1NC(=O)c1cccs1)OCCO2 (stereo not drawn),1,-6,/,6,-12,/,2,25,0,-0.4
CCc1ccc2[nH]c3nc(SCC(=O)NNC(=O)c4ccc(C(C)(C)C)cc4)nnc3c2c1,/,-2,8,-5,/,-8,-11,-11,4,0.7
O=C(COC(=O)c1ccccc1C(=O)c1ccccc1)Nc1cccc([N+](=O)[O-])c1,-4,-4,16,-3,-2,-16,3,4,-8,-0.5
Cc1ccc(C23CC4CC(CC(CN)(C4)C2)C3)cc1,7,-7,-24,-1,-7,24,-13,-1,5,-3.5
O=C(CCc1nnc2ccc(N3CCC4(CC3)OCCO4)nn12)NCc1ccccc1Cl,-2,-9,4,0,2,-4,-3,0,4,/
COc1ccc(C(=O)NC(=O)COC(=O)C2COc3ccccc3O2)cc1 (stereo not drawn),-3,2,-12,-2,1,12,20,-1,-6,2.6
COC(=O)CSc1ccc2c(N)c(C(=O)OC)sc2c1,/,-8,11,0,/,-11,-6,0,0,0.5
C/C(=N\NC(=O)Cc1ccccc1)c1cccnc1,-1,0,-25,6,-5,25,3,1,2,0.4
COc1ccc(S(=O)(=O)NCc2ccccn2)c(Cl)c1Cl,-1,0,-3,-3,15,3,0,0,-3,0.1
CCCCn1c(C)cc(C)c(S(=O)(=O)c2ccccc2C)c1=O,/,-5,/,-1,-7,/,9,-6,-1,-0.2
O=C(CC(Cc1ccccc1)C(=O)O)Nc1ccc(F)cc1 (stereo not drawn),0,-1,-11,5,-1,11,-9,4,-2,0.6
Oc1ccc(N=Nc2nccs2)c(O)c1,/,-2,-11,-6,-12,11,-8,-1,-1,5.3
O=c1c2ccccc2ncn1Cc1nc2ccccc2s1,/,-7,-21,0,4,/,-16,0,8,0.5

# (listing goes on)
SMILES,Wnt act,dFosB activator,SR-BI DiI inh,HTR5A ag,MITF TRPM1 HTS,SR-BI DiI-HDL act,PvdQ acylase,Rtt109 HAT inh,RTF Ca sens act,CDK5 p35 inh
COCCNC(=O)/C(C#N)=C/c1ccc(C(=O)O)cc1,-1,2,-17,0,6,17,-14,2,1,-0.8
CCOC(=O)c1c(C)c(C(=O)N2CCCCCC2)c(C)n1C,-6,-1,37,-2,-2,-37,-13,5,-7,4.0
Cc1ccsc1C(=O)NNC(=O)COc1ccc(Br)cc1,2,-1,4,1,9,-4,14,1,-2,1.3
COc1ccc(NS(=O)(=O)c2ccc(-n3cnnn3)cc2)cc1OC,-3,-4,-18,4,-17,18,-2,-3,1,-1.3
Cc1ccc(NC(=O)COc2cccc(/C=C3\SC(=S)N(CCC(=O)O)C3=O)c2)cc1Cl,13,-9,/,-9,7,/,1,10,-7,1.2
CC(=O)c1cccc(NC(=O)c2cc(-c3ccncc3)nc3ccccc23)c1,-8,-28,43,-1,-4,-43,11,4,-1,-1.1
CCNc1nc(Sc2ccc(C)cc2)cc(C(F)(F)F)n1,-6,2,24,4,/,-24,-5,-3,2,1.1
CC(=O)c1ccc(NC(=O)COC(=O)Cc2ccsc2)cc1,-4,-4,-7,-2,12,7,-1,10,-4,0.6
COc1cc([N+](=O)[O-])ccc1N/C=C/C(=O)c1cccs1,/,-8,13,5,-19,-13,-5,14,287*,1.6
O=C(COc1ccc(F)cc1)NCC1(N2CCOCC2)CCCCC1,4,0,-28,-5,16,28,-6,5,-2,0.7
COC(=O)c1ccc(CN2C(=O)c3ccccc3C2=O)o1,-3,-6,-14,-4,6,14,-2,-9,-5,-0.7
O=C(c1cc2cc(Br)cc(Br)c2oc1=O)N1CCOCC1,-1,2,-9,-2,-1,9,-9,-7,-3,-0.6
N#CCCn1cc(CNCc2ccccc2)c(-c2cccc([N+](=O)[O-])c2)n1,11,-15,-8,0,25,8,-10,-2,3,-0.7
O=C(Nc1ccccc1)/C(=C/c1cccc(Br)c1)NC(=O)c1ccco1,-1,-6,3,-6,11,-3,-12,4,2,1.4
Cc1nc2c(cnn2-c2ccccc2)c(=O)[nH]1,0,-5,2,-3,7,-2,-7,0,-5,1.2
Cc1noc2ncnc(SCc3ccc(C(F)(F)F)cc3)c12,-1,-1,8,3,16,-8,-2,2,5,1.8
Cc1cc(C)n2cc(CSc3nncn3C)nc2n1,-1,-1,-7,-13,5,7,12,-7,-2,0.9
O=C1CCN(S(=O)(=O)c2ccc(Cl)cc2)CCN1,1,-1,-4,1,-5,4,-10,2,4,-1.4
c1ccc(N2CCN(c3ncnc4sc5c(c34)CCC5)CC2)cc1,/,-13,?,3,/,-74,-1,-19,0,-2.0
Cc1ccc(NS(=O)(=O)c2c(C(=O)N3CCCC3)c(C)n(C)c2C)cc1,-1,0,-21,-4,-7,21,2,7,-1,0.2
COc1ccc(OCC(O)CN2CCN(c3ncccn3)CC2)cc1 (stereo not drawn),0,-3,-1,-4,6,1,-14,-10,-2,-4.1
O=C(OC1CCOC1=O)c1ccc(S(=O)(=O)N2CCCCCC2)cc1 (stereo not drawn),-5,-4,-15,-3,/,15,6,7,5,0.5
COc1cc(C(CCN2CCOCC2)c2c(OC)cc(OC)c3c(C)cc(=O)oc23)cc(OC)c1OC (stereo not drawn),-2,-4,-27,-4,20,27,-13,4,1,-0.3
COc1ccc(C2(C(=O)c3ccccc3)C(=O)c3ccccc3C2=O)cc1,/,2,1,4,/,-1,-15,9,10,-3.0
COCCCN1C(=O)/C(=C\c2ccc3c(c2)OCO3)C(C(=O)OC)=C1C,0,-7,19,3,13,-19,-7,-5,2,-5.7

# The results go on.
SMILES,Wnt act,dFosB activator,SR-BI DiI inh,HTR5A ag,MITF TRPM1 HTS,SR-BI DiI-HDL act,PvdQ acylase,Rtt109 HAT inh,RTF Ca sens act,CDK5 p35 inh
O=C(Nc1ccccc1Cl)Nc1ccnn1C1CCN(C(=O)c2cscn2)CC1,1,-5,-12,3,-7,12,2,6,2,0.9
CCCCCCCCN1[C@@H](CC(=O)OCC)c2ccc(C(F)(F)F)cc2S1(=O)=O,-4,-7,24,-2,-2,-24,-15,0,-3,-0.8
C=C(C)CSc1nnc(-c2cccc(Cl)c2)n1N,/,-1,-4,-2,38,4,-15,-4,-1,-0.4
Cc1ccc(C)c(N2CCN(C(=O)C3CCCN(S(=O)(=O)c4c(C)[nH]c(=O)[nH]c4=O)C3)CC2)c1 (stereo not drawn),/,-1,7,-2,10,-7,-13,-11,0,-0.2
COc1ccc2[nH]cc(CCNC(=S)NCCc3ccccc3)c2c1,-1,-12,25,-1,1,-25,-10,1,8,-2.9
Cc1noc(NC(=O)c2ccc(Cl)cc2)c1Cl,4,-4,-9,2,37,9,-21,-13,3,-1.6
Cc1cc(C)nc(NC(=O)/C=C/c2ccc(Cl)cc2)n1,3,-14,20,-3,/,-20,-12,4,0,0.2
Cc1ccccc1NC(=O)Cc1nc(COC(=O)COc2ccccc2C(C)C)cs1,2,-5,-5,6,/,5,-4,-3,-1,0.2
CCc1c(O)nc(SCc2ccccc2)n(C(C)CC)c1=O (stereo not drawn),-1,5,-3,0,-7,3,-18,-1,1,-0.6
CCCc1nnc(NC(=O)CN2CCN(C)CC2)s1,2,0,1,-3,8,-1,-1,-16,6,-0.5
CCOC(=O)c1ccc(-n2c(CN3CCC(C(N)=O)CC3)nc3ccc([N+](=O)[O-])cc3c2=O)cc1,0,-9,/,-3,3,/,-7,-3,0,1.8
Cc1c(C(=O)N2CCOCC2)sc2ncnc(N3CCc4ccccc4C3)c12,-3,1,20,-5,-1,-20,-4,-4,1,-5.5
CC(C)n1cnc2c(Nc3ccc(C(=O)O)cc3)nc(Cl)nc21,2,0,-7,3,23,7,-12,-4,-5,34
CCc1nc2ccc(C(=O)Nc3ccc(NC(C)=O)cc3)cc2nc1CC,-2,-2,83*,3,1,-83,2,-6,-8,0.1
Cc1cccc(N2C(=O)c3cccc4c(N(C)CCO)ccc(c34)C2=O)c1,/,-18,-16,2,-2,16,-6,-12,331*,-0.4
CCOC(=O)C1=C(C)NC(C)=C(C(=O)OCC)C1C(=O)OCC(=O)N1c2ccccc2CC1C (stereo not drawn),-3&-3,-15&-10,1&-15,-3&1,0&-4,-1&15,-9&-3,-2&-25,-1&-1,-3.0&-0.6
CC(C)(C)CC(=O)Nc1ccc(C(N)=O)cc1,/,4,-31,1,/,31,5,-2,2,-0.1
COc1ccc(OCC(O)CN2C(=O)c3ccccc3C2=O)cc1 (stereo not drawn),0,0,-4,5,/,4,-1,5,5,0.1
Cc1nn(Cc2ccccc2)c(Cl)c1/C=C/C(=O)OCC(=O)NC(C)C(C)C (stereo not drawn),-2,-13,-11,-4,17,11,10,22,5,0.6
CCOc1cc(C(=O)N2CCCC2)cc(OCC)c1OCC,/,-5,1,1,-10,-1,5,/,-5,-1.2
COc1ccc(C2CC(c3ccccc3)=NN2C(=O)CN2CCN(Cc3ccccc3)CC2)cc1 (stereo not drawn),8,-2,-6,3,8,6,6,17,1,-1.7

# Outcome played no part in choosing rows (roughly 4.4% active in at least one column).
